Anesthetic bind: qHTS Assay for Identification of Novel General Anesthetics; apoferritin/1-aminoanthracene competitive binding, fluorescence; Potency, µM (highest dose often 77.5 µM), for the others: at the top dose activity change, negative = displacement, most hits filed as inhibitors; hit rate 0.074% among 350,000; AID 485281, 2010; also: potency is read from the fitted curve at half-maximal effect; % is scaled to controls: 0 for no effect and ±100 for the full control effect; nearly all actives have a fitted effect of over 20% in size
Target sequence (P02791 2-175 limits assumed): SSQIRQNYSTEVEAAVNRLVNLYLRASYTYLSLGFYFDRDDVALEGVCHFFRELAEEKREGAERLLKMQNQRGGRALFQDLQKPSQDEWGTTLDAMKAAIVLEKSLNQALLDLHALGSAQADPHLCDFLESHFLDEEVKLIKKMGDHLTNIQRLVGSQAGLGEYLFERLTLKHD
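Steps: apoferritin (10 uM) was premixed with half-saturated 1-AMA in PBS, compounds were pin-transferred, plates stood 10 min at room temperature, fluorescence was read at 380/535 nm, and curves were fitted with a Hill equation.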
APEX1 inh: qHTS Assay for Inhibitors of the Human Apurinic/apyrimidinic Endonuclease 1 (APE1); DNA repair nuclease/redox regulator APEX1 (Homo sapiens), P27695; recombinant APE1, TAMRA/BHQ-2 abasic DNA cleavage fluorescence; Potency, µM (series often up to 65.8 µM), for inactives: top-dose activity change, negative = inhibition, usual class: inhibitors; hit rate 0.35% among 350,000; AID 2517, 2012;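 also: potency is read from the fitted curve at half-maximal effect; plate controls were vehicle for no effect and reference inhibitor for full effect; nearly all actives have a fitted effect of over 55% in size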
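Enzyme (0.75 nM final) and test compound are incubated 15 min at room temperature before adding 50 nM quenched THF abasic-site duplex. Cleavage dequenches TAMRA, followed at 525/598 nm over three reads one minute apart.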
Pol kappa inh: qHTS for Inhibitors of Polymerase Kappa | DNA polymerase kappa (Homo sapiens), Q9UBT6 | purified Pol kappa, fluorescent DNA synthesis assay, 10 min | Potency, µM (doses to about 107 µM), inactives show at the highest dose activity, negative = inhibition, usual class: inhibitors | hit rate 0.53% among 400,000; also: potency is read from the fitted curve at half-maximal effect; % is scaled to controls: 0 for no effect and ±100 for the full control effect
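Kinetic fluorescence screen: compound preincubated 15 min RT with 10 nM enzyme; 50 nM substrate (final) initiates; reads at 0/10 min.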
Pol iota inh: qHTS for Inhibitors of Polymerase Iota | DNA polymerase iota (Homo sapiens), Q9UNA4 | Pol iota fluorescent replication assay, 10 min | Potency, µM (doses to about 115 µM), without a hit: at the highest dose activity, negative = inhibition, hits mostly inhibitors | hit rate 1% among 390,000 | AID 588590, 2011; also: potency is read from the fitted curve at half-maximal effect
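Fluorescent replication assay read twice, at 0 min and 10 min after adding 50 nM (final) substrate. Enzyme (10 nM) and compounds were first incubated 15 min at room temperature; enzyme-free buffer wells were negative controls.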
Pol beta inh: qHTS Assay for Inhibitors of DNA Polymerase Beta; Pol beta primer extension/strand displacement, fluorescence kinetic; hit rate 1.3% among 340,000; Potency, µM (series often up to 114 µM), inactives show at the highest dose activity change, negative = inhibition, hits mostly inhibitors; also: potency is read from the fitted curve at half-maximal effect; % is scaled to controls: 0 for no effect and ±100 for the full control effect
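Kinetic readout of DNA synthesis with strand displacement by Pol beta. Compound and 10 nM enzyme sit 15 min at room temperature; 50 nM substrate starts the reaction, read immediately and at 10 min.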
Tb PGK inh: qHTS Assay to Find Inhibitors of Phosphoglycerate Kinase; AID 602233, 2012; hit rate 0.043% among 380,000; Potency, µM (highest dose often 57.5 µM), for inactives: at the top dose activity change, negative = inhibition, actives largely listed as inhibitors; PGK/GAPDH coupled, Kinase-Glo luminescence, 60 min; Phosphoglycerate kinase, glycosomal (Trypanosoma brucei brucei), P07378; also: potency is read from the fitted curve at half-maximal effect; % is scaled to controls: 0 for no effect and ±100 for the full control effect; nearly all actives have a fitted effect of over 60% in size
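Recombinant glycosomal PGK reaction used 1,3-bisphosphoglycerate generated in-well by GAPDH (100nM final) in 100mM TEA pH 7.6, 5mM MgCl2, 0.01% Tween-20. After 60 minutes at room temperature, ATP was read by Kinase-Glo Plus luminescence end-point.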
RXFP1 antagonist: qHTS Assay for Antagonists of the Relaxin Receptor RXFP1 | HEK293-RXFP1, relaxin-stimulated cAMP HTRF, 30 min; active compounds read low | activity change, negative = inhibition, % at 57.5 µM | hit rate 0.59% among 350,000 | AID 1259400, 2018;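 active = activity change of -60% or lower, but not beyond a set lower limit; inconclusive = change between -60% and -40%, or beyond the set limit; inactive = change above -40%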; also: % is scaled to controls: 0 for no effect and ±100 for the full control effect
POLH inh: qHTS for Inhibitors of Polymerase Eta; Potency, µM (doses to about 114 µM), for inactives: at the highest dose activity change, negative = inhibition, actives largely listed as inhibitors; DNA polymerase eta (Homo sapiens), Q9Y253; hit rate 1.2% among 390,000; AID 588591, 2011; recombinant Pol eta, fluorescent DNA replication assay; also: potency is read from the fitted curve at half-maximal effect; % is scaled to controls: 0 for no effect and ±100 for the full control effect
Target sequence (Q9Y253 whole entry, looked up): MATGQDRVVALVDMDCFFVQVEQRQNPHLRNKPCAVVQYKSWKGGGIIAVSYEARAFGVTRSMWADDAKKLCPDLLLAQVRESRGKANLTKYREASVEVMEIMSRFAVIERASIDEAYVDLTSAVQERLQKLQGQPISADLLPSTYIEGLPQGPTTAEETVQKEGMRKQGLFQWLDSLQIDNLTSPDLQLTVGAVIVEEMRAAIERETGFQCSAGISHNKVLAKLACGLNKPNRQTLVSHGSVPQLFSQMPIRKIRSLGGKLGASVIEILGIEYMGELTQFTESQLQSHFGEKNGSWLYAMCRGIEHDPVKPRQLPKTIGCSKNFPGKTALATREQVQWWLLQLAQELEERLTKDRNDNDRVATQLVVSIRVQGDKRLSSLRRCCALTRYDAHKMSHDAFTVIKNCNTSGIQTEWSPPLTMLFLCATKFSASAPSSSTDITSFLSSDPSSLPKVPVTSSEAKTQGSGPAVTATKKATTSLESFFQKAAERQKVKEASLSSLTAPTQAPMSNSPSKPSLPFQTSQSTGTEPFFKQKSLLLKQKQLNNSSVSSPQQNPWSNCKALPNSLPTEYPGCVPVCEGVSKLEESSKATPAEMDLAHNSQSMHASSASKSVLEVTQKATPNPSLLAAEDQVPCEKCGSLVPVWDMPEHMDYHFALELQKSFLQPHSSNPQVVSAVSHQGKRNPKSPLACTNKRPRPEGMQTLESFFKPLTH
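Fluorescent replication assay: 50 nM final substrate added after a 15 min room-temperature compound preincubation with 10 nM enzyme. Signal taken at 0 min and again at 10 min.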
BLM inh: qHTS Assay for Inhibitors of Bloom's syndrome helicase (BLM); RecQ-like DNA helicase BLM (Homo sapiens), P54132; Potency, µM (series often up to 56.1 µM), without a hit: at the highest dose activity change, negative = inhibition, most hits filed as inhibitors; hit rate 0.2% among 350,000; AID 2528, 2010; recombinant BLM DNA unwinding, fluorescence dequenching;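 also: potency is read from the fitted curve at half-maximal effect; plate controls were vehicle for no effect and no enzyme for full effect; nearly all actives have a fitted effect of over 35% in size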
Numbers without * were called inactive; & = joins results of further samples; [ ] = remark or other dose. Unless noted, calls follow the shape of the dose curve; as a rule, active = well fitted curve in the direction sought with a large enough effect; inconclusive = small, poorly fitted or top-dose-only effect, or another doubt; inactive = no such curve, though single readings can be large; an effect the other way counts as inactive or inconclusive. An excerpt; rates above refer to the full screens.

For CN(C)CCCN(C(=O)c1ccc(S(=O)(=O)N2CCCC2)cc1)c1nc2ccc(Br)cc2s1 the results were Anesthetic bind -20%, APEX1 inh -7%, Pol kappa inh 3%, Pol iota inh 16%, Pol beta inh 0%, Tb PGK inh -2%, RXFP1 antagonist -21, POLH inh -19% and BLM inh 2%.
For COc1ccc2[nH]c3c(c2c1)CCN1C(=O)C(CC(=O)NCCc2ccccn2)C[C@H](C(=O)N2CCOCC2)[C@@]31CCC1CCCC1 (stereo not given in full) the results were APEX1 inh 18%, Pol kappa inh 4%, Pol iota inh 26%, Tb PGK inh 7% and POLH inh -25%.
Screening Cc1ccc2c(c1)N(CC(=O)NC1CCC(C)CC1)C(=O)CO2 (stereo not given) returned Anesthetic bind -19%, APEX1 inh 0%, Pol kappa inh -5%, Pol iota inh 15%, Pol beta inh 32%, Tb PGK inh -9%, RXFP1 antagonist 10, POLH inh -1% and BLM inh -2%.
Screening O=C(CSc1nc(-c2ccccc2)cc(C(F)(F)F)n1)N1CCOCC1 returned Anesthetic bind -13%, APEX1 inh -6%, Pol kappa inh -1%, Pol iota inh 4%, Pol beta inh 8%, Tb PGK inh -5%, RXFP1 antagonist -3, POLH inh -5% and BLM inh 0%.
`CCOc1ccc(NC(=O)c2ccc(CSc3nnc(C)s3)cc2)cc1` gave Anesthetic bind -4%, APEX1 inh 7%, Pol kappa inh -6%, Pol iota inh 52%[activator], Pol beta inh 16%, Tb PGK inh inactive, RXFP1 antagonist -5, POLH inh -17% and BLM inh -6%.
For O=C(CN1CCC(C(=O)c2cccc(Cl)c2)CC1)Nc1ccc(C(=O)O)cc1 the results were Anesthetic bind -3%, APEX1 inh 4%, Pol kappa inh -10%, Pol iota inh 27%, Pol beta inh -1%, Tb PGK inh 4%, RXFP1 antagonist -11, POLH inh 0% and BLM inh -1%.
`C/C(=N\NS(=O)(=O)c1ccc([N+](=O)[O-])cc1)c1c[nH]c2ccccc12` gave Anesthetic bind -8%, APEX1 inh 10%, Pol kappa inh 4%, Pol iota inh -12%, Pol beta inh 54%, Tb PGK inh -1%, RXFP1 antagonist -4, POLH inh -8% and BLM inh -3%.
Screening CC(=O)Nc1c(O)nc(SCC(=O)Nc2nnc(CC(C)C)s2)[nH]c1=O returned Anesthetic bind -1%, APEX1 inh 8%, Pol kappa inh -1%, Pol iota inh 3%, Pol beta inh 4%, Tb PGK inh -5%, RXFP1 antagonist 11, POLH inh 9% and BLM inh 5%.
O=C(Nc1ccc(Cl)cn1)C1CCN(c2ncnc3c2nc2n3CCCCC2)CC1 was read as Anesthetic bind -4%, APEX1 inh -4%, Pol kappa inh -16%, Pol iota inh 52%[activator], Pol beta inh 2%, Tb PGK inh -9%, RXFP1 antagonist 4, POLH inh -17% and BLM inh 0%.
Screening O=C(Nc1nc(=S)ss1)c1ccc(Cl)cc1Cl returned Anesthetic bind -18%, APEX1 inh -3%, Pol kappa inh -8%, Pol iota inh -12%, Pol beta inh 5%, Tb PGK inh inactive, RXFP1 antagonist -1, POLH inh -18% and BLM inh -1%.
`COc1ccc(NC(=O)CSCC(=O)N(C)CC(=O)Nc2cccc3ccccc23)cc1` gave APEX1 inh 21%, Pol kappa inh -4%, Pol iota inh -12%, Tb PGK inh -3%, RXFP1 antagonist -16 and POLH inh -21%.
For O=C(CCC1CCCC1)N=C1SC2CS(=O)(=O)CC2N1c1ccccc1F (stereo not given) the results were Anesthetic bind -6%, APEX1 inh 73%[activator], Pol kappa inh -9%, Pol iota inh 6%, Pol beta inh -30%, Tb PGK inh inactive, RXFP1 antagonist -20, POLH inh 1% and BLM inh 0%.
For CC(C)C[C@@H](CSc1ccccc1)N1CCN(CCc2ccccc2)CCC1=O the results were Anesthetic bind inconclusive, APEX1 inh -13%, Pol kappa inh 2%&-1%, Pol iota inh 0%&10%, Pol beta inh 14%, Tb PGK inh 4%, POLH inh -15% and BLM inh -8%.
For Cc1ncc(N=Nc2ccccc2)c(-c2ccccc2)n1 the results were Anesthetic bind -18%, APEX1 inh 0%, Pol kappa inh -3%, Pol iota inh 8%, Pol beta inh 2%, Tb PGK inh inactive, RXFP1 antagonist -16, POLH inh -9% and BLM inh -3%.
For COc1ccc(NC(=O)c2ccc(NC(=O)c3ccncc3)cc2)cc1 the results were Anesthetic bind 18%, APEX1 inh 52%[activator], Pol kappa inh 11%, Pol iota inh 27%, Pol beta inh -22%, Tb PGK inh inactive, RXFP1 antagonist -17, POLH inh -21% and BLM inh -5%.

Reprinted at random: 2 entries already listed
O=C(Nc1ccc(Cl)cn1)C1CCN(c2ncnc3c2nc2n3CCCCC2)CC1 was read as Anesthetic bind -4%, APEX1 inh -4%, Pol kappa inh -16%, Pol iota inh 52%[activator], Pol beta inh 2%, Tb PGK inh -9%, RXFP1 antagonist 4, POLH inh -17% and BLM inh 0%.
For CN(C)CCCN(C(=O)c1ccc(S(=O)(=O)N2CCCC2)cc1)c1nc2ccc(Br)cc2s1 the results were Anesthetic bind -20%, APEX1 inh -7%, Pol kappa inh 3%, Pol iota inh 16%, Pol beta inh 0%, Tb PGK inh -2%, RXFP1 antagonist -21, POLH inh -19% and BLM inh 2%.

Back to the main list; the 2 compounds before the break are reprinted first.
For Cc1ncc(N=Nc2ccccc2)c(-c2ccccc2)n1 the results were Anesthetic bind -18%, APEX1 inh 0%, Pol kappa inh -3%, Pol iota inh 8%, Pol beta inh 2%, Tb PGK inh inactive, RXFP1 antagonist -16, POLH inh -9% and BLM inh -3%.
For COc1ccc(NC(=O)c2ccc(NC(=O)c3ccncc3)cc2)cc1 the results were Anesthetic bind 18%, APEX1 inh 52%[activator], Pol kappa inh 11%, Pol iota inh 27%, Pol beta inh -22%, Tb PGK inh inactive, RXFP1 antagonist -17, POLH inh -21% and BLM inh -5%.
Screening O=[N+]([O-])c1cc(/C=N/N2CCOCC2)cs1 returned Anesthetic bind -2%, APEX1 inh 7%, Pol kappa inh 3%, Pol iota inh 154%[activator], Pol beta inh 5%, Tb PGK inh -9%, RXFP1 antagonist -2, POLH inh -16% and BLM inh -1%.
Screening Cc1ccccc1-c1nc(CS(=O)CC(=O)NCCCN(C)c2ccccc2)c(C)o1 (stereo not given) returned Anesthetic bind -19%, APEX1 inh 10%, Pol kappa inh -14%, Pol iota inh 12%, Pol beta inh 18%, Tb PGK inh -4%, RXFP1 antagonist 2, POLH inh -14% and BLM inh -2%.
Screening Cc1ccc(NC(=O)c2cccc(OCc3c(C)noc3C)c2)cc1 returned Anesthetic bind -7%, APEX1 inh -7%, Pol kappa inh -12%, Pol iota inh 0%, Pol beta inh 0%, Tb PGK inh -2%, RXFP1 antagonist 6, POLH inh -5% and BLM inh -8%.
`Cc1ccc(/C=C/C(=O)N(Cc2cccs2)C2CCS(=O)(=O)C2)cc1` (stereo not given) gave Anesthetic bind -5%, APEX1 inh -6%, Pol kappa inh -5%, Pol iota inh 16%, Pol beta inh 8%, Tb PGK inh 1%, RXFP1 antagonist 1, POLH inh -20% and BLM inh 1%.
CCOC(=O)C1CCN(C(=O)C(=O)Nc2ccc3nc4n(c(=O)c3c2)CCCCC4)CC1 was read as Anesthetic bind -22%, APEX1 inh 22%, Pol kappa inh 4%, Pol iota inh -24%, Pol beta inh 24%, Tb PGK inh -5%, RXFP1 antagonist 9, POLH inh 0% and BLM inh 2%.
`Cc1ccc(CC(=O)NCCS(=O)c2ccc(C)cc2)cc1` (stereo not given) gave Anesthetic bind -5%, APEX1 inh 1%, Pol kappa inh 1%, Pol iota inh 7%, Pol beta inh 1%, Tb PGK inh -7%, RXFP1 antagonist 8, POLH inh -12% and BLM inh 5%.
For CC1=CC(c2ccccc2)=NS(=O)(=O)N1 the results were APEX1 inh 32%, Pol kappa inh 5%, Pol iota inh -22%, Tb PGK inh -2% and POLH inh -11%.
CN(C)C(=S)NC(=NCc1ccc([N+](=O)[O-])cc1)c1ccccc1 was read as Anesthetic bind -2%, APEX1 inh -15%, Pol kappa inh 15%, Pol iota inh 22%, Pol beta inh 3%, Tb PGK inh -3%, RXFP1 antagonist 8, POLH inh -12% and BLM inh -4%.
O=C(Nc1cccc(Cl)c1N1CCOCC1)c1ccc(Br)o1 was read as Anesthetic bind -9%, APEX1 inh 14%, Pol kappa inh -10%, Pol iota inh 17%, Pol beta inh 8%, Tb PGK inh -1%, RXFP1 antagonist -17, POLH inh -11% and BLM inh -6%.
O=c1c2c([nH]n1-c1ccccc1)CCSC2 was read as Anesthetic bind -8%, APEX1 inh -7%, Pol kappa inh 16%, Pol iota inh inconclusive, Pol beta inh 39%, Tb PGK inh inactive, RXFP1 antagonist -14, POLH inh -20% and BLM inh -3%.
Screening CCOC(=O)C1CCN(Cc2cccc(OC)c2)CC1 returned Anesthetic bind -3%, APEX1 inh 14%, Pol kappa inh 12%, Pol iota inh 2%, Pol beta inh -2%, Tb PGK inh inactive, RXFP1 antagonist -11, POLH inh 6% and BLM inh -2%.
For COc1cccc(CN2C(=O)C3(C(C#N)=C(N)OC4=C3C(=O)CCC4)c3ccccc32)c1 (stereo not given) the results were Anesthetic bind 3%, APEX1 inh -4%, Pol kappa inh -9%, Pol iota inh -12%, Pol beta inh 0%, Tb PGK inh 4%, RXFP1 antagonist 1, POLH inh 4% and BLM inh 0%.
For CCc1ccc(/C=C2\Oc3cc(OC(=O)N4CCOCC4)ccc3C2=O)cc1 the results were Anesthetic bind -5%, APEX1 inh inconclusive, Pol kappa inh -13%, Pol iota inh 20%, Pol beta inh 23%, Tb PGK inh inactive, RXFP1 antagonist 4, POLH inh -5% and BLM inh -15%.
